Source: PubChem BioAssay (National Center for Advancing Translational Sciences (NCATS))
TRHR ag = activates the human TRH receptor; TRHR cells, calcium flux fluo-8, FDSS agonist mode; activation, % at 2 µM; hit rate 0.18% among 360,000; AID 493084; in the data active = activation above about 30%; note: 0% is about no effect
Target sequence (P34981 whole entry, looked up): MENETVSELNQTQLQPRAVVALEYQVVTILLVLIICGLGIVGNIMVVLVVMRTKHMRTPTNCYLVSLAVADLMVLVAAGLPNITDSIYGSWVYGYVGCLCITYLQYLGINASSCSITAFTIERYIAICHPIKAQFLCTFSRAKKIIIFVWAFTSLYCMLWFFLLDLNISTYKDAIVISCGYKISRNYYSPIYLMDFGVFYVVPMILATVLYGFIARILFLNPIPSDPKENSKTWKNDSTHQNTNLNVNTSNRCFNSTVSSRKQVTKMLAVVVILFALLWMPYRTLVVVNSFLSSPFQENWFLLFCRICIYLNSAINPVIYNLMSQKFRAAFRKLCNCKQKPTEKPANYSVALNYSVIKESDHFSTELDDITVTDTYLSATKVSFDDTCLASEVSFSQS
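Read-out: compound-evoked intracellular calcium rise in TRHR cells, fluo-8 dye, kinetic FDSS fluorescence at 1 s/cycle following a 10-cycle baseline. Cells cultured overnight before dye loading (30 min–1.5 h, RT).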
Anesthetic bind = binds horse apoferritin like a general anesthetic. AID 485281. Potency, µM (doses to about 77.5 µM), for inactives: at the highest dose activity change, negative = displacement, hits mostly inhibitors. apoferritin/1-aminoanthracene competitive binding, fluorescence. hit rate 0.074% among 350,000; note: potency is the fitted concentration of half-maximal effect; % is set by controls: 0 for no effect and ±100 for the full control effect; nearly all actives have a fitted effect of over 20% in size
Target sequence (P02791 2-175 limits assumed): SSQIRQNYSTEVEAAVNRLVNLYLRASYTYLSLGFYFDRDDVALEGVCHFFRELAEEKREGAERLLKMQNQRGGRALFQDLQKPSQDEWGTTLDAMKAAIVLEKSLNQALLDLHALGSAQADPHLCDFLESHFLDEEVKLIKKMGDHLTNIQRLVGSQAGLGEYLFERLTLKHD
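Read-out: endpoint 1-AMA fluorescence, excitation 380 nm and emission 535 nm, after compounds sit 10 min at room temperature with 10 uM horse-spleen apoferritin in 50% saturated 1-AMA/PBS. Values come from four-parameter Hill fits.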
D1 antag = blocks dopamine activation of the human D1 receptor | P21728 | HEK293 TREx D1 cells, calcium flux, dopamine EC80; stronger effect = lower value | activity change, negative = inhibition, % at 10 µM | hit rate 3.2% among 360,000; in the data active = activity change below about -30%; note: % is set by controls: 0 for no effect and ±100 for the full control effect
Target sequence (P21728 whole entry, looked up): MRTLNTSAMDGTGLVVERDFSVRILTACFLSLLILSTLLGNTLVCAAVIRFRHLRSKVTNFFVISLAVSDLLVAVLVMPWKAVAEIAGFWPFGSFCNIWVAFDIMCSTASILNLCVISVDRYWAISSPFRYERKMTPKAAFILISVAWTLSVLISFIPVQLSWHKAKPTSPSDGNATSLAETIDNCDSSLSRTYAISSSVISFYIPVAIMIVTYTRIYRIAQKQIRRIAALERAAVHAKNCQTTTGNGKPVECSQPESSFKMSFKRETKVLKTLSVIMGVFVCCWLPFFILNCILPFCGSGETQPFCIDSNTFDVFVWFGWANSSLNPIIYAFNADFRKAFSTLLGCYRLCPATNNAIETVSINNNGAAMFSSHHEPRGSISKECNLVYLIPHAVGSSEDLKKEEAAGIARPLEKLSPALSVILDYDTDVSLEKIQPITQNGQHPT
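Antagonism measured as reduced calcium response to an EC80 dopamine addition following 180 s compound pre-read; cells were inducible HEK293 Trex D1 plated overnight at 30 C, read kinetically at 1 cycle/sec.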
D2 PAM = D2 dopamine receptor (human) potentiation. HEK293 T-REx D2, calcium flux, EC20 dopamine potentiation. potentiation, % at 10 µM. hit rate 0.34% among 340,000;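 active = potentiation over 3 SD above the plate norm, cut at about 30% in these data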; note: 0% is about no effect
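Primary screen. Calcium kinetics in induced HEK293 T-REx D2 cells: compound pre-addition 180 s, EC20 dopamine, 180 s more.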
RXFP1 antag = antagonists of human relaxin receptor RXFP1; hit rate 0.59% among 350,000; HEK293-RXFP1, relaxin-stimulated cAMP HTRF, 30 min; stronger effect = lower value; activity change, negative = inhibition, % at 57.5 µM;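 active = activity change of -60% or lower, but not beyond a set lower limit; inconclusive = change between -60% and -40%, or beyond the set limit; inactive = change above -40%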; note: % is set by controls: 0 for no effect and ±100 for the full control effect
D1 potentiator = potentiators of human D1 dopamine receptor. potentiation, % at 10 µM. hit rate 0.036% among 360,000. P21728. AID 504651. HEK293 TREx D1 cells, calcium flux, dopamine EC20 potentiation; in the data active = potentiation above about 30%; note: 0% is about no effect
RXFP1 agonist = RXFP1 (human) receptor agonism. Q9HBX9. HEK293T-RXFP1 cAMP TR-FRET, 30 min; response scale: percent of porcine relaxin response, buffer zero. Potency, µM (titrated, usually from 57.5 µM), for the others: top-dose activation, usual class: activators. hit rate 0.3% among 370,000. AID 2676; note: potency is the fitted concentration of half-maximal effect; % is set by controls: 0 for no effect and ±100 for the full control effect; nearly all actives have a fitted effect of over 60% in size; many of its hits are not listed in these tables
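HEK293T cells stably expressing RXFP1 were pretreated with the PDE4 inhibitor Ro 20174, exposed to compounds for 30 min at 37C, lysed, and cAMP was read by TR-FRET. Data normalized to buffer (basal) and 29 nM porcine relaxin (100%).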
D1 agonist = activates the human D1 dopamine receptor | HEK293 T-REx D1 cells, calcium flux, agonist mode | P21728 | AID 504660 | activation, % at 2 µM | hit rate 1% among 360,000; in the data active = activation above about 30%; note: 0% is about no effect
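Inducible HEK293 T-REx D1 cells, force-coupled to calcium signalling, were plated at 4000 cells/well with tetracycline and held overnight at 30 C. After no-wash calcium dye loading, compound-evoked calcium rise over 180 s flagged agonists.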
TRHR enhancer = allosterically enhances the human TRH receptor; TRHR cells, fluo-8 calcium fluorescence, EC20 TRH enhancement; enhancement, % at 2 µM; hit rate 0.66% among 360,000; in the data active = enhancement above about 30%; note: 0% is about no effect
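Enhancer read-out: after compound pinning and an initial kinetic agonist-mode read, an EC20 of TRH (10 nM final) was injected and fluo-8 calcium signal (Ex 480/Em 530) followed at 1 s/cycle for 100 cycles in TRHR-expressing cells.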
* hit, by the source's call; ? = inconclusive; nt = not tested or not shown; & = joins results of further samples; [ ] = another dose, or the depositor's remark. Unless noted, calls come from the whole dose curve; as a rule, active = well fitted curve in the direction sought with a large enough effect; inconclusive = small, poorly fitted or top-dose-only effect, or another doubt; inactive = no such curve, though single readings can be large; an effect the other way counts as inactive or inconclusive.

Below each SMILES: TRHR ag	Anesthetic bind	D1 antag	D2 PAM	RXFP1 antag	D1 potentiator	RXFP1 agonist	D1 agonist	TRHR enhancer
> O=C(OCc1nnc(-c2ccccc2)o1)c1cc(=O)[nH]c2ccccc12
  -0.5	nt	-21.4	-3.3	-2.3	-2.0	2.2%	1.4	-1.6
> Cc1cccc(N2CCN(C(=O)CN3C(=O)COc4ccc(S(=O)(=O)N5CCC(C)CC5)cc43)CC2)c1C
  0.3	-3.5%	-0.7	-7.1	nt	-1.4	24.7%	1.6	-1.6
> CC1CCN(S(=O)(=O)c2ccc3c4c2CC(=O)N4CC(C)S3)CC1 (centres undefined)
  0.1	-17.9%	3.8	1.7	-0.2	-5.0	1.9%	3.6	-2.5
> CC(C)c1ccc(NC(=O)C(c2ccccc2)N2CCC3(CC2)OCCO3)cc1 (centres undefined)
  0.0	-13.6%	3.6	16.3	1.8	7.1	0.1%	-0.4	-5.0
> Cc1ccc2c(c1)c1c(c(=O)n(Cc3ccccc3)c(=O)n1CC(=O)NCc1ccccc1Cl)n2C
  0.2	-5.3%	3.2	-0.5	nt	0.8	-0.4%	2.1	0.5
> CCc1cccc(CC)c1NC(=O)c1cccc(NC(=O)c2ccccc2)c1
  0.1	-17.3%	12.1	nt	-0.3	-9.9	1.0%	8.2	-1.8
> COc1ccccc1N(C)S(=O)(=O)c1ccc(C(=O)NCc2ccc3c(c2)OCO3)cc1
  0.3	-2.1%	1.9	-22.9	-17.4	-4.0	0.9%	7.0	-5.0
> CNC(=O)c1cc(C)c(-c2ccccc2)s1
  -0.1	-6.1%	-7.2	-4.7	-2.4	-7.7	2.2%	0.4	11.9
> O=C1CCCCC1C(=O)c1ccccc1 (centres undefined)
  0.0	-2.7%	-4.8	-20.9	1.6	-7.1	3.1%	2.0	-5.5
> OCCCNC(c1ccccc1)c1ccc(O)cc1 (centres undefined)
  0.0	-0.3%	-5.7	-3.6	-14.0	-3.0	1.3%	1.2	-1.3
> CCCCc1ccc(Nc2ncnc3nc[nH]c23)cc1
  0.0	-11.5%	-15.2	2.7	nt	-8.2	0.5%	-0.6	-5.7
> O=C(NNC(=O)C1CC1)c1ccccc1[N+](=O)[O-]
  0.7	-1.6%	-7.4	-9.2	-6.9	3.0	1.0%	2.6	-3.0
> COc1ccccc1C(CNc1ccc(S(=O)(=O)N2CCCC2)cc1[N+](=O)[O-])N(C)C (centres undefined)
  -1.1	?	9.8	12.1	-7.1	-11.3	0.3%	6.7	12.3
> COc1ccc(-n2nc3cc(C)c(NC(=O)C(C)C)cc3n2)cc1
  1.2	-4.3%	6.9	-13.3	nt	7.3	1.4%	-0.7	0.4
> CCOC(=O)c1c(S(=O)(=O)NCC(C)c2ccccc2)c(C)n(C)c1C (centres undefined)
  -1.3	-11.4%	-15.0	-5.5	12.6	-2.9	-3.4%	-0.7	3.1
> COc1ccc(C(=O)Nc2ccccc2C(=O)N2CCOCC2)cc1
  2.8	0.9%	-1.7	-0.9	9.9	-3.7	2.4%	3.6	-0.9
> Clc1cccc(/C=N/Nc2nc(Cl)nc3ccccc23)c1
  -0.1	-8.0%	-27.8	-6.2	-5.8	-4.6	-2.2%	1.0	-1.6
> COc1ccc(CCNC(=O)C(=O)NCC2OCCN2S(=O)(=O)c2ccccc2)cc1 (centres undefined)
  -0.1	-19.0%	-8.8	0.1	-2.0	2.8	3.2%	1.2	-6.0
> CCOC(=O)C(C)Oc1ccc(=O)n(-c2ccccc2)n1 (centres undefined)
  -0.4	-11.6%	1.0	-1.5	21.6	-10.8	-0.5%	2.4	3.3
> COc1ccc2c(CNCc3ccco3)c(C(=O)O)n(Cc3ccccc3)c2c1
  0.9	6.7%	6.0	-4.7	nt	3.1	-0.7%	1.2	-1.0
> CCCN(CCC)S(=O)(=O)c1ccc(C(=O)Nc2nnc(-c3cccc(OC)c3)o2)cc1
  -0.5	-1.4%	9.2	nt	5.3	-7.6	-1.4%	18.4	5.0
> Nc1nonc1-n1nnc(C(=O)N/N=C/c2ccc(OCc3ccccc3F)cc2)c1CN1CCCCC1
  1.1	-6.1%	7.3	3.6	7.5	0.8	-0.5%	1.9	8.7
> CSc1ccc(/C=C(\NC(=O)c2ccco2)C(=O)N2CCCCC2)cc1
  0.5	-7.6%	14.6	1.6	-1.1	12.9	-1.3%	0.3	8.5
> Cc1ccc(N=C2C(=O)Nc3c(C)cccc32)cc1
  0.9	-7.0%	-7.1	2.1	-0.9	-8.1	1.5%	1.9	3.9
> CCOc1ccccc1N1CCN(C(=O)c2ccncc2)CC1
  -0.6	0.0%	-2.2	-8.5	11.5	-1.8	1.4%	0.8	1.1
> Cc1cccc(NC(=O)CN2C(=O)COc3ccc(S(=O)(=O)Nc4ccccc4)cc32)c1C
  -0.5	48.5%[activator]	9.4	-1.1	nt	0.5	0.4%	8.2	0.6
> COc1ccc(-c2cc(C(=O)NC3CCCC3)c3ccccc3n2)cc1
  0.1	-7.0%	-9.6	-5.3	0.5	2.4	6.4%	2.7	0.3
> CC(C)CNC(=O)c1oc2ccccc2c1COc1ccccc1
  -1.3	-14.8%	20.7	-1.2	-14.5	3.9	0.9%	4.8	-7.2
> CCn1c2ccccc2c2cc(Nc3cc(C)nc4ncnn34)ccc21
  0.2	-10.0%	5.5	-7.0	nt	0.9	17.2%	-0.7	5.4
> COC(=O)CSc1nccc(-c2cccs2)n1
  0.5	-10.2%	-4.3	-6.1	7.4	-3.2	1.0%	-0.1	2.4
> CCN(CC)C1CCN(C(=O)c2cc(COc3ccccc3SC)on2)C1 (centres undefined)
  -0.1	5.6%	12.8	-6.6	-0.5	-4.0	2.1%	6.7	-4.6
> COc1ccc(CN2CCN(C(=O)CCC(=O)Nc3nnc(CC(C)C)s3)CC2)cc1F
  -0.4	8.5%	-19.9	6.3	-4.4	-3.2	-0.1%	35.7*	9.1
> CCC(Cn1nnc2ccccc2c1=O)NC(=O)Nc1cccc(Cl)c1 (centres undefined)
  -1.9	-20.9%	5.1	-10.0	-12.7	-0.6	1.7%	0.2	-17.9
> COc1ccc(C2(c3ccc(OC)cc3)NC(=O)N(CC(=O)NCC(C)c3ccccc3)C2=O)cc1 (centres undefined)
  0.6	nt	-0.6	-4.1	-3.9	nt	0.0%	17.0	-0.1
> Cc1cccc2sc(N(CCCN(C)C)C(=O)c3ccc(C(=O)c4ccccc4)cc3)nc12
  1.4	?	-31.1*	nt	-37.5	-2.5	1.2%	24.4	17.1
> CN(CC(=O)N1CCCc2c1c(=O)oc1ccc(O)cc21)Cc1ccccc1
  -0.2	0.4%	9.4	nt	-3.9	0.2	-0.8%	4.3	3.8
> O=C1CCCN1CCCNc1ccc2nnc(CCC(=O)N3CCN(c4ccccc4)CC3)n2n1
  0.2	-0.9%	7.9	3.2	-3.7	-4.0	?	2.2	3.9
> C(=N\N1CCOCC1)/c1cccs1
  0.4	3.5%	-14.8	12.2	4.2	-4.2	0.8%	0.1	-1.6
> COc1ccccc1C(=O)NCC(=O)NCC1(N2CCCCC2)CCCCC1
  -0.3	nt	1.6	6.4	3.8	-3.8	-1.4%	0.7	4.6
> CCN(CC)CC(C)(C)NS(=O)(=O)c1ccc(Cl)cc1
  0.3	-6.5%	-9.0	-8.5	-6.3	-3.2	0.9%	0.4	-1.3
> CCN(Cc1ccccc1)c1ccc(/C=N/NC(=O)c2cccc(S(=O)(=O)N3CCOCC3)c2)cc1
  1.1	325.2%[activator]	4.0	5.4	8.8	2.3	3.0%	4.7	-5.6
> CCN(c1ccccc1)S(=O)(=O)c1ccc2[nH]cc(C(=O)NC3CCCCC3)c(=O)c2c1
  1.3	?	4.1	18.7	nt	-0.4	0.2%	2.3	6.8
> CCc1ccc(N2C(=O)CC(NNc3nc4ccccc4s3)C2=O)cc1 (centres undefined)
  0.5	7.8%	-10.2	-7.1	-7.8	-6.8	0.1%	0.7	1.1
> CCOc1ccccc1OCCCC(=O)NCCc1ccc(S(N)(=O)=O)cc1
  -0.3	2.0%	4.0	6.9	-4.1	2.5	0.9%	0.9	5.0
> COc1ccc(C2Nc3ccccc3C(=O)N2c2ccccc2)cc1CSc1ccccn1 (centres undefined)
  0.3	167.3%[activator]	-0.9	-5.3	nt	1.1	3.4%	0.6	8.9
> Cc1nnc(NC(=O)c2ccc(-c3ccc(Cl)cc3)o2)s1
  0.1	nt	-9.7	-4.5	-10.2	4.0	0.3%	0.7	5.4
> O=C(CC1C(=O)NCCN1Cc1c(F)cccc1Cl)NCCCN1CCCC1=O (centres undefined)
  0.4	-5.3%	-38.8*	6.1	7.6	1.6	-1.2%	0.6	3.7
> Cc1cc(C)n(-c2ccc(F)cc2)c(=O)c1C(=O)O
  0.6	-5.2%	32.3	5.5	-2.3	-12.2	0.2%	3.6	-0.4
> CC1CCN(C(=O)CN(c2ccc(Cl)c(C(F)(F)F)c2)S(C)(=O)=O)CC1
  -1.1	-20.5%	-1.1	-4.8	-6.3	-5.4	2.4%	-0.7	-8.1
> Cc1ccccc1NS(=O)(=O)c1ccc(C(=O)NCC2CCCO2)cc1 (centres undefined)
  0.4	nt	4.7	3.8	-2.8	-7.2	0.1%	1.7	2.1
> C#CCNC(=O)C1=C[C@H](c2ccccc2)[C@@H](CCCO)[C@H](OCC)O1
  0.0	-0.7%	-7.8	-1.6	nt	2.7	0.9%	-4.5	-0.7
> CN(C(=O)c1ccc(S(=O)(=O)c2cccc(Cl)c2)c([N+](=O)[O-])c1)C1CCCCC1
  -0.1	0.1%	-13.6	10.1	-9.1	-1.1	1.6%	4.4	-1.4
> Cc1ccccc1NC(=O)CSc1nnc(C)c(=O)[nH]1
  0.1&0.3	2.0%&13.6%	-2.6&-7.2	-0.5&-3.0	6.4	-3.8&-0.5	-0.5%&0.3%	-2.3&2.7	2.5&4.5
> CCC(=O)N1CCc2cc(S(=O)(=O)NC(CC(C)C)C(=O)Nc3cc(C)ccc3OC)ccc21 (centres undefined)
  -1.1	?	21.3	-3.2	-15.1	2.0	-1.2%	0.2	7.9

Record cards (already shown). Values in the order: TRHR ag	Anesthetic bind	D1 antag	D2 PAM	RXFP1 antag	D1 potentiator	RXFP1 agonist	D1 agonist	TRHR enhancer
O=C1CCCN1CCCNc1ccc2nnc(CCC(=O)N3CCN(c4ccccc4)CC3)n2n1 as listed: 0.2	-0.9%	7.9	3.2	-3.7	-4.0	?	2.2	3.9
CN(CC(=O)N1CCCc2c1c(=O)oc1ccc(O)cc21)Cc1ccccc1 as listed: -0.2	0.4%	9.4	nt	-3.9	0.2	-0.8%	4.3	3.8

An excerpt; count on the stated rates, not on these rows.
